LAP4 TOR yeast – yeast TOR pathway LAP4-GFP modulation; S. cerevisiae LAP4-GFP multiplex, flow cytometry GFP, 3 h; median GFP as percent of DMSO wells; GFP response vs DMSO, % at 10 µM; hit rate 0.34% among 320,000; AID 2023;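 active = GFP response vs DMSO above a set limit, about the screen mean plus 3 SD, cut at about 150% in these data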
procasp3 activ – activates human procaspase-3; P42574; recombinant procaspase-3 D3A, Ac-DEVD-pNA absorbance 405 nm; activation, % at 8.5 µM; hit rate 0.11% among 330,000;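 active = activation above the mean of all tested compounds plus 3 SD, cut at about 21% in these data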;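 also: 0% = DMSO alone and 100% = DMSO wells spiked with extra 5 µM PC-3 D3A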
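Assay system – Procaspase-3 D3A mutant, all three cleavage aspartates alanine · Controls – DMSO-only low control, 5 µM PC-3 D3A high control · Schedule – 1 h compound preincubation, 2 h substrate hydrolysis at 25 °C · Signal – 405 nm absorbance of p-nitroaniline, reads at 0 and 120 min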
RPL19A-GFP yeast – modulators of TOR pathway RPL19A-GFP in S. cerevisiae. S. cerevisiae RPL19A-GFP strain, flow cytometry, 3 h; stronger effect = lower value. percent response vs DMSO, % at 10 µM. hit rate 0.3% among 330,000;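 active = percent response vs DMSO below 50%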;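 also: median channel GFP fluorescence of the barcoded RPL19A-GFP strain; ratio of sample median GFP to plate DMSO average so 100% = DMSO; lower means less RPL19A-GFP as with rapamycin TOR inhibition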
proCasp7 act – counter-screen for procaspase-3 activators: activators of human procaspase-7. recombinant procaspase-7, Ac-DEVD-pNA absorbance 405 nm; D23A/D198A/D206A triple mutant, cannot self-cleave; scale: DMSO 0, 5 µM enzyme 100. activation, % at 8.5 µM. hit rate 0.093% among 330,000. AID 463210;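 active = percent activation above the screen-wide mean plus 3 SD, cut at about 25% in these data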
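Assay system: Uncleavable procaspase-7 mutant enzyme | Input: 2 µM procaspase-7 mutant as dispensed | Timing: 1 h compound preincubation, 2 h substrate cleavage, 25 °C | Repeats: One well per compound | Control set: DMSO wells as 0%, DMSO with 5 µM added PC-7 as 100% | Technique: Epi-absorbance of released pNA at 405 nm, two timepoints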
MEP2 TOR yeast – yeast TOR pathway MEP2-GFP modulation; hit rate 0.51% among 330,000; GFP response vs DMSO, % at 10 µM; S. cerevisiae MEP2-GFP strain, flow cytometry GFP, 3 h; 100% = DMSO control level;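 active = GFP response versus DMSO above a set limit, roughly screen mean plus 3 SD, cut at about 180% in these data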;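 also: median GFP fluorescence of the barcode-gated MEP2-GFP cells per well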
AHR act – activates the human aryl hydrocarbon receptor; P35869; AHR-responsive luciferase reporter cells, luminescence; activation, % at 5 µM; hit rate 2.5% among 320,000; AID 2796; in the data active = activation above about 47%;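 also: 0% = vehicle wells and 100% = reference agonist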
Target sequence (P35869 whole entry, looked up): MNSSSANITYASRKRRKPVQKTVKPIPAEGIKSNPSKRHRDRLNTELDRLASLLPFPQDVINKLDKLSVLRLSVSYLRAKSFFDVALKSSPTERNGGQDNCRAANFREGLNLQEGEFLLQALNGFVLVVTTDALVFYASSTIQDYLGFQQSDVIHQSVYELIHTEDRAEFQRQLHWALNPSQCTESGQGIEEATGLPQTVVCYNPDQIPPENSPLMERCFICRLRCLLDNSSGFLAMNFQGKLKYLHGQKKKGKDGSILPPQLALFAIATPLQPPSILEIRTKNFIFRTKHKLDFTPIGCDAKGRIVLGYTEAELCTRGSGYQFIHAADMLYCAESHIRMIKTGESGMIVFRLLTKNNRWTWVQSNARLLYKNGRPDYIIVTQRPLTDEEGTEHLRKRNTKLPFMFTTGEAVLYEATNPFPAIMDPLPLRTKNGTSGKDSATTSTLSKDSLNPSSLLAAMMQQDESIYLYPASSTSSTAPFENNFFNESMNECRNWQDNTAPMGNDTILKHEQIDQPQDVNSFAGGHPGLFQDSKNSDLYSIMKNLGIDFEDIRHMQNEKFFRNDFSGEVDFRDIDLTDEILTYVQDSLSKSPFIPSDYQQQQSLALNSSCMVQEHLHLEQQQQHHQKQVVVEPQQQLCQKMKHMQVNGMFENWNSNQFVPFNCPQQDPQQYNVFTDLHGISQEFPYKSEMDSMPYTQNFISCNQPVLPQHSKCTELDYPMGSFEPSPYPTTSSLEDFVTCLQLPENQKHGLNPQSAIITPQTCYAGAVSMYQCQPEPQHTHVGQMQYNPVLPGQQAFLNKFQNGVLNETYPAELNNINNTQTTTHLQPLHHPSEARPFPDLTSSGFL
AGP1 TOR yeast – yeast TOR pathway AGP1-GFP modulation; S. cerevisiae AGP1-GFP multiplex flow cytometry, 3 h; GFP as percent of DMSO wells; hit rate 0.02% among 320,000; GFP response vs DMSO, % at 10 µM;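 active = GFP response relative to DMSO above a set limit, near screen average plus 3 SD, cut at about 150% in these data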;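 also: median GFP channel fluorescence of the gated AGP1 strain per well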
CIT2 TOR yeast – yeast TOR pathway CIT2-GFP modulation; S. cerevisiae CIT2-GFP strain, flow cytometry, 3 h; 100 means same as DMSO wells; GFP response vs DMSO, % at 10 µM; hit rate 0.065% among 320,000;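 active = GFP response relative to DMSO above a set limit, near the screen mean plus 3 SD, cut at about 150% in these data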;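 also: ratio of well median GFP fluorescence to mean of DMSO wells on the plate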
* hit, by the source's call; x = no result given.

SMILES	LAP4 TOR yeast	procasp3 activ	RPL19A-GFP yeast	proCasp7 act	MEP2 TOR yeast	AHR act	AGP1 TOR yeast	CIT2 TOR yeast
Cc1n[nH]c(=O)c2c(NC(=O)COC(=O)Cc3ccc(Cl)cc3Cl)oc(C)c12	110	-11	106	-6	106	1	113	102
CC(C)(C)OC(=O)N1CCC(CNC(=O)Nc2ccccc2)CC1	110	-4	101	-1	100	1	104	101
CC1CCCCC1NC(=O)c1nnc(Cc2ccc(Cl)cc2)o1 (configuration not stated)	107	1	96	5	95	2	105	94
CCn1cc(CNCc2cn(-c3ccccc3C)nc2-c2ccc(OC)c(F)c2)cn1	103	-3	99	3	100	5	99	97
NC(=O)C1CCN(C(=O)/C=C/c2ccco2)CC1	88	-1	95	10	100	2	91	94
COc1ccc(C2=NN(C(=O)CSc3nnc(-c4ccccc4F)o3)C(c3ccco3)C2)cc1 (configuration not stated)	103	0	107	-15	99	5	95	93
CC(=O)NCCn1c(SCc2cc(=O)n3cc(Cl)ccc3n2)nc2ccccc2c1=O	104	8	102	11	110	-2	105	111
O=C(COC(=O)CCSc1ccccc1)NCc1ccccc1Cl	83	0	99	-9	95	-1	91	93
Cc1cc(C)c2[nH]c(=S)cc(C)c2c1	108	2	89	2	99	4	85	87
COc1ccc(/C=C/C(=O)N2CCN(S(=O)(=O)/C=C/c3ccccc3)CC2)cc1OC	102	-5	94	10	93	-2	115	85
O=C(O)c1[nH]c2ccccc2c1NS(=O)(=O)Cc1ccccc1	106	-8	100	6	106	31	101	97
Cn1c(=O)c2sccc2n(Cc2ccccc2)c1=O	84	-2	100	2	97	-1	97	97
CN(c1ccccc1)S(=O)(=O)c1ccc(NC(=O)c2ccc(-c3ccccc3)cc2)cc1	111	1	102	10	103	-1	102	103
CCN(CC)S(=O)(=O)c1cccc(NC(=O)c2ccc(SC)cc2OC)c1	101	-1	104	0	97	9	103	103
COc1cccc(NC(=O)Cn2c3ccccc3c3nc4n(c(=O)c32)CCCS4)c1	104	-2	98	6	98	2	105	99

Looked up by structure from the entries so far:
SMILES	LAP4 TOR yeast	procasp3 activ	RPL19A-GFP yeast	proCasp7 act	MEP2 TOR yeast	AHR act	AGP1 TOR yeast	CIT2 TOR yeast
CCn1cc(CNCc2cn(-c3ccccc3C)nc2-c2ccc(OC)c(F)c2)cn1	103	-3	99	3	100	5	99	97
CC(C)(C)OC(=O)N1CCC(CNC(=O)Nc2ccccc2)CC1	110	-4	101	-1	100	1	104	101
O=C(COC(=O)CCSc1ccccc1)NCc1ccccc1Cl	83	0	99	-9	95	-1	91	93
COc1cccc(NC(=O)Cn2c3ccccc3c3nc4n(c(=O)c32)CCCS4)c1	104	-2	98	6	98	2	105	99
NC(=O)C1CCN(C(=O)/C=C/c2ccco2)CC1	88	-1	95	10	100	2	91	94

Further structures follow.
SMILES	LAP4 TOR yeast	procasp3 activ	RPL19A-GFP yeast	proCasp7 act	MEP2 TOR yeast	AHR act	AGP1 TOR yeast	CIT2 TOR yeast
O=C(CN1C(=O)c2ccccc2C1=O)Nc1cc(C(=O)O)cc(C(=O)O)c1	105	4	104	4	97	0	97	101
CC(Oc1ccc(Cl)cc1)C(=O)Nc1nccs1 (configuration not stated)	102	3	98	-5	94	-1	93	85
O=C(O)c1cc(NC(=S)NC(=O)C(c2ccccc2)c2ccccc2)ccc1Cl	105	0	93	2	91	0	98	92
CCOc1ccc(C(=O)NC2CCN(S(=O)(=O)CC)CC2)cc1	101	-8	102	12	95	0	104	104
CCc1cc(Cn2nc(-c3ccccc3)cc2C(=O)NCc2cccc(Br)c2)on1	90	1	111	8	102	1	92	88
O=C(C(c1ccccc1)c1ccccc1)N1CCN(c2ccccn2)CC1	105	13	95	2	100	2	101	100
COc1cc2cc(Oc3ccc4ccc(=O)oc4c3)c(=O)oc2cc1O	92	-2	95	-8	100	2	100	91
N#Cc1ccccc1OCC(=O)N1CCN(S(=O)(=O)c2ccc(Cl)cc2)CC1	102	1	101	0	96	0	97	104
CCN(CC)CCn1c(/N=C/c2ccc(OC)c(OC)c2)nc2ccccc21	95	-9	100	7	96	1	99	93
Cc1cc(=O)[nH]c(SCC(=O)NCCc2ccccc2)n1	103	7	97	1	101	-3	101	92
CC/C(C)=N/Oc1nc(C)cc(C)n1	108	-7	97	4	99	-2	109	108
COc1ccccc1C(=O)NCCC(=O)N(C)Cc1cccs1	100	3	104	9	99	0	111	105
CC(=O)N1c2ccccc2CCc2ccc([N+](=O)[O-])cc21	84	-4	105	-4	101	0	98	97
COC(=O)c1ccc(CN(C(C)=O)c2ccccc2)o1	100	5	102	10	103	1	102	98
COCCN(C(=O)CCC(=O)Nc1cc(C)on1)C(C(=O)NC1CCCC1)c1ccc(C(C)C)cc1 (configuration not stated)	96	2	103	1	106	-1	109	107
CCN(CC)CCP(=O)(c1ccccc1)c1ccccc1	105	5	99	-2	100	0	100	99
Cc1ccccc1NS(=O)(=O)c1ccc(C(=O)NN2CCCCC2)cc1	105	5	107	3	108	-1	107	112
CC(=O)N1N=C(c2ccc(Cl)cc2)CC1c1ccco1 (configuration not stated)	104	2	92	7	86	-3	98	93
O=c1c(-c2ccccc2Cl)coc2c(CN3CCCCC3)c(O)ccc12	103	-2	102	3	107	3	106	104
O=C(N[C@@H](Cc1ccccc1)C(=O)N[C@@H](Cc1ccccc1)C(=O)O)OCc1ccccc1	99	5	105	-10	106	2	107	101
CC(=O)N1CC(C)c2scc(C)[n+]2-c2ccccc21 (configuration not stated)	101	-13	99	-10	105	-3	98	97
O=C(Nc1ccc(N2CCN(C(=O)c3ccco3)CC2)cc1)c1cccnc1Cl	80	7	97	9	96	-1	92	95
Cc1cccc(-c2ccc(C=Nc3c(C)n(C)n(-c4ccccc4)c3=O)o2)c1	115	-1	94	-6	103	2	96	91
CCOC(=O)c1cnc(SCC(=O)NNC(=O)c2ccco2)nc1N	90	5	102	4	103	6	98	96
C=CCOc1ccc(/C(O)=C2/C(=O)C(=O)N(CCN3CCOCC3)C2c2ccc(C)cc2)cc1 (configuration not stated)	109	3	99	-11	103	1	100	95
Clc1ccc(Nc2nc(C3CC3)cs2)cc1	106	-9	97	-5	93	22	93	94
CCOc1ccc(CNC(=O)CCS(=O)(=O)c2ccc3c(c2)NC(=O)CO3)cc1OC	106	7	104	-3	117	0	102	106
COc1ccc(NC(=O)CCN2CCCC(C)C2)cc1 (configuration not stated)	103	1	101	-6	103	2	104	104
COc1cc(/C=C2\SC(N)=NC2=O)cc(Cl)c1O	102	3	107	-10	110	1	98	98
Cc1cc(OCC(=O)N(Cc2ccco2)C2CCS(=O)(=O)C2)ccc1Cl (configuration not stated)	103	1	96	4	99	2	107	96
NNC(=O)c1c(O)c2cccc3c2n(c1=O)CCC3	86	5	102	0	88	9	94	85
Cc1ccc(NC(=O)CCN2C(=O)C3C4CCC(C4)C3C2=O)cc1Cl (configuration not stated)	108	6	95	-3	105	4	99	105
CCOc1ccccc1NC(=O)CCn1cccc1	90	2	85	3	102	-1	84	97
O=C(Nc1ccccc1C(=O)O)c1cccc(NC(=O)c2ccccc2Cl)c1	103	9	101	-6	98	2	96	104
Cc1ccc(Oc2nc3c(c(=O)n(Cc4ccccc4F)c(=O)n3C)n2C)cc1	104	-4	99	7	96	3	99	96
Cc1cc(C)n2nc(C(=O)N3CCCC(Nc4ccc(C(C)C)cc4)C3)cc2n1 (configuration not stated)	99	1	93	-3	112	7	101	101
C=CCN1C(=NC(=O)CCC)SC2CS(=O)(=O)CC21 (configuration not stated)	104	-1	104	1	101	0	105	111
CCC(C(=O)NC1CCCC1)N(C(=O)c1snc(C(N)=O)c1N)c1ccc(C)cc1C (configuration not stated)	95	-1	104	1	104	4	101	100
Cc1cc(C(=O)COC(=O)c2n[nH]c3ccccc23)c(C)n1CC1CCCO1 (configuration not stated)	98	2	100	2	99	3	108	101
Cc1cn([C@@H](CCCCN)C(=O)NCCCCCCCCCCC(=O)N2CCNCC2)nn1	122	1	93	-1	84	0	80	90
COc1ccc(/C=C/c2ccncc2)c2ccccc12	103	-9	94	-12	98	6	93	97
Cc1nnc(SCC(=O)N/N=C/c2cn(-c3ccccc3)nc2-c2ccccc2)n1-c1ccccc1	102	-3	102	5	102	-14	107	103
O=C(O)CC1CCC(=C(Cl)Cl)C1 (configuration not stated)	108	0	102	-8	94	-1	94	96
Cc1ccc(-c2ccc(S(=O)(=O)NCC3CCCO3)cc2)cc1 (configuration not stated)	108	7	98	6	97	1	98	94
Cc1nn(C)c(C(=O)N/N=C/c2cccc3ccccc23)c1Cl	92	-11	103	-4	97	15	94	94
COc1ccc(S(=O)(=O)Nc2cccc3c2O[C@H](CN(C)Cc2ccccc2)[C@@H](C)CN([C@H](C)CO)C3=O)cc1	102	2	96	15	94	-1	91	92
Oc1ccccc1-c1nc(NCCN2CCOCC2)c2ccccc2n1	99	12	100	-2	105	15	100	104
CCOC(=O)CC1=NC(=O)CS1	107	-2	103	6	117	0	x	98
O=C(CN1CCCC1)N1c2ccccc2Sc2ccc(C(F)(F)F)cc21	99	0	99	7	96	2	99	96
Cc1nc(N(C)C)ncc1C(=O)O	102	0	104	3	109	2	106	95
COc1ccc(OC)c(NC(=O)c2sc3nc(C)cc(C)c3c2N)c1	101	x	102	x	118	x	101	106
Cn1c(=O)c2c(nc(SCC(=O)NCc3ccco3)n2C)n(C)c1=O	95	6	95	-6	91	1	95	99
CCOc1ccc2oc(C(=O)OCC(=O)N3C(C)CCCC3C)c(C)c2c1 (configuration not stated)	108	-3	97	3	97	1	92	93
O=[N+]([O-])c1cccc(S(=O)(=O)c2cccc([N+](=O)[O-])c2)c1	97	7	95	-3	103	1	97	94
CCc1ccccc1NC(=O)C1c2ccccc2Oc2ccccc21	90	0	103	0	107	0	102	99
COc1ccccc1OCCCn1cc(C#N)c2ccccc21	109	-5	102	5	110	38	101	94
O=C(COCc1cc(-c2ccco2)on1)NC1CCCCC1	98	-1	93	-6	99	7	89	92
O=C(CNC(=O)c1ccc(Br)o1)NNC(=O)c1ccccc1F	71	5	92	-1	85	0	90	x
Cc1ccc(C)c(NC2=C(Cl)C(=O)OC2OC(=O)c2ccco2)c1 (configuration not stated)	94	-4	96	-18	107	1	68	84
CC1CCN(S(=O)(=O)c2ccc(S(=O)(=O)NCc3ccco3)cc2)CC1	92	8	111	1	88	4	73	64
COc1ccc(C2=NOC(C(=O)Nc3cccnc3)C2)cc1 (configuration not stated)	101	9	96	8	99	6	98	91
Cc1ccc([N+](=O)[O-])c(-c2n[nH]c(=S)n2-c2cccc(Cl)c2)c1	100	-12	107	-26	103	2	103	106

Full records from above. Values in the order: LAP4 TOR yeast | procasp3 activ | RPL19A-GFP yeast | proCasp7 act | MEP2 TOR yeast | AHR act | AGP1 TOR yeast | CIT2 TOR yeast
`Cc1nc(N(C)C)ncc1C(=O)O` in the list: 102 | 0 | 104 | 3 | 109 | 2 | 106 | 95
`COc1ccc(C2=NOC(C(=O)Nc3cccnc3)C2)cc1` (configuration not stated) in the list: 101 | 9 | 96 | 8 | 99 | 6 | 98 | 91
`CCOc1ccc2oc(C(=O)OCC(=O)N3C(C)CCCC3C)c(C)c2c1` (configuration not stated) in the list: 108 | -3 | 97 | 3 | 97 | 1 | 92 | 93

High-throughput results as filed in PubChem BioAssay.
